SMARCA2 act – SMARCA2 function activation, primary screen. MG213 cells, MMTV-luciferase reporter, dexamethasone, overnight. activation, % at 9.1 µM. actives 1% (n = 370,000). AID 652017; in the data active means activation above about 7.8%;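 further: 0% = vehicle wells and 100% = reference activator wells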
DAX1 inh-1 – inhibitors of DAX1 repression of SF-1 activated StAR promoter; actives 1.1% (n = 370,000); HEK293T StAR-luciferase reporter, SF-1/DAX-1 repression relief; AID 652010; inhibition, % at 6.8 µM;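 active means inhibition above the mean over all tested compounds plus 3 SD, cut at about 3.6% in these data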;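 further: 0% = DAX-1 cells with DMSO and 100% = cells lacking DAX-1 with DMSO; higher inhibition means more luminescence from relief of DAX-1 repression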
PG9 binder – binds the HIV-1 gp120 antibody PG9; TR-FRET gp120-PG9 antibody binding; inhibition, % at 6.7 µM; actives 0.43% (n = 360,000); in the data active means inhibition above about 8.5%
ADAM17 inh – inhibitors of human ADAM17; recombinant ADAM17, EDANS/DABCYL FRET peptide cleavage; inhibition, % at 6.95 µM; P78536; actives 0.83% (n = 370,000); AID 720648;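 active means inhibition above the mean of compounds lying between control limits plus 3 SD, set per campaign, cut at about 8.5% in these data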;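 further: 0% = DMSO-only wells as the low control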
DAX1 inh-2 – inhibits human nuclear receptor DAX1. actives 0.99% (n = 340,000). HEK293 Gal4-DAX1 luciferase reporter, luminescence. P51843. AID 504766. inhibition, % at 6.75 µM;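 active means inhibition above the mean over all tested compounds plus 3 SD, cut at about 4.2% in these data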;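 further: 0% = DAX1-transfected cells with DMSO and 100% = empty-vector control cells with DMSO; inhibition shows as a rise in luminescence from relieved DAX1 repression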
Target sequence (P51843 207-470 limits assumed): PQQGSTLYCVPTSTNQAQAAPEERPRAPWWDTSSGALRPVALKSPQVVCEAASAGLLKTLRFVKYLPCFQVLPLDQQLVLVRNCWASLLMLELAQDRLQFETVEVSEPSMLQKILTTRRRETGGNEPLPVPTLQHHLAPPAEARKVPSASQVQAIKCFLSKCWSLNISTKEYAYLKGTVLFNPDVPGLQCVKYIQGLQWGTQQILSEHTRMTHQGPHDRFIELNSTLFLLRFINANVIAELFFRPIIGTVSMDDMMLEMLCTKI
hcDAF-12 act – activates DAF-12 receptor from parasite H. contortus; HEK293 hcDAF-12 lit1-tk-luc reporter, luminescence; 0% DMSO, 100% Δ7-dafachronic acid; activation, % at 6.8 µM; actives 1.4% (n = 370,000); AID 652067;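 active means activation above the mean of all tested compounds plus 3 SD, cut at about 5.5% in these data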;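 further: 100% = response to 3 µM Δ7-dafachronic acid high control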
ADAM10 inh – inhibitors of human ADAM10 | O14672 | recombinant ADAM10, EDANS/DABCYL FRET peptide cleavage, 3 h | inhibition, % at 7 µM | actives 0.62% (n = 370,000) | AID 720582;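 active means inhibition above a per-campaign cutoff equal to the mean of compounds falling between control-based bounds plus 3 SD, cut at about 20% in these data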;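 further: 0% = DMSO wells while the 100% control is not disclosed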
Target sequence (O14672 214-748 limits assumed): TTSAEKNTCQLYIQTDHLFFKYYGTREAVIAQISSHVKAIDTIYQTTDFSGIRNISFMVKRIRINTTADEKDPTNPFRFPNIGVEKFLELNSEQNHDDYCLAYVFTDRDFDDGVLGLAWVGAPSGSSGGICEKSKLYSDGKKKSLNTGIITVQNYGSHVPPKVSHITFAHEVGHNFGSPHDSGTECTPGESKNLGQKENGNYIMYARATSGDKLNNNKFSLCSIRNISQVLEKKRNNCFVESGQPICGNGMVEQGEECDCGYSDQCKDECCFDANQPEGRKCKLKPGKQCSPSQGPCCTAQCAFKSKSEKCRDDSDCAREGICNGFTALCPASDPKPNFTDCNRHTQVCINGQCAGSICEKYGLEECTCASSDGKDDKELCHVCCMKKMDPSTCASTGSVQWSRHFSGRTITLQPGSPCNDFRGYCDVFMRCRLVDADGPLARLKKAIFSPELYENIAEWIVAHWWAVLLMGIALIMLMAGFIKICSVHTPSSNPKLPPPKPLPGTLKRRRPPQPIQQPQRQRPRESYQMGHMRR
hgDAF-12 ag – hgDAF-12 agonism, primary luciferase screen | AID 687014 | actives 1.8% (n = 370,000) | HEK293 GAL4-hgDAF12 UAS-luciferase reporter, agonist luminescence; normalized to butyrate control | activation, % at 6.8 µM;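 active means activation above a cutoff set at the mean of all screened compounds plus 3 SD, cut at about 10% in these data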;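 further: 0% = DMSO wells and 100% = sodium butyrate wells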
FXN GAA850 act – increases GAA850 frataxin promoter reporter activity. HEK293 lucGAA850 FXN promoter luciferase reporter, 24 h; percent of 10 µM SAHA response. activation, % at 6 µM. actives 0.56% (n = 360,000). AID 540364;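 active means activation above the average of all compounds screened plus 3 SD, cutoff fixed separately per campaign, cut at about 7.5% in these data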;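 further: 0% = DMSO wells and 100% = 10 µM SAHA wells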
ssDAF-12 act – activators of S. stercoralis DAF-12 nuclear receptor. HEK293 ssDAF-12/GRIP1 lit1-tk-luc reporter, luminescence; % of 3 µM dafachronic acid response. activation, % at 6.8 µM. actives 1% (n = 370,000). AID 652126;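 active means activation above the mean over all tested compounds plus 3 SD, cut at about 0.9% in these data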;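 further: 0% = DMSO-only wells and 100% = 3 µM delta7-dafachronic acid wells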
NPR1 activator – GC-A (human) enzyme activation; HEK293 GC-A cells, cGMP TR-FRET, EC30 ANP; 0% at EC30 ANP, 100% saturating ANP; AID 1671463; P16066; activation, % at 10 µM; actives 0.14% (n = 370,000); in the data active means activation above about 40%
Active calls of the source: *; i = inactive; x = not tested or not shown. An unsorted share of the library; about 6.8% have a hit in one of these screens.

The line under a structure holds: SMARCA2 act	DAX1 inh-1	PG9 binder	ADAM17 inh	DAX1 inh-2	hcDAF-12 act	ADAM10 inh	hgDAF-12 ag	FXN GAA850 act	ssDAF-12 act	NPR1 activator
CCN(CC)c1ccc(/C=N/N2CCN(Cc3ccccc3)CC2)cc1
  -4.6	-1.0	-0.2	-4.3	3.2	-0.7	-18.2	1.5	-0.8	-1.6	5.4
O=C(COc1ccccc1)N1CCN(C(=O)c2cccs2)CC1
  1.2	-0.1	0.1	-1.4	0.8	-1.6	8.9	0.9	-0.5	-1.0	-2.6
CC1CCN(c2ccccc2NC(=O)c2ccc(N3CCOCC3)c([N+](=O)[O-])c2)CC1
  -0.6	0.1	-0.7	-1.7	-1.1	-2.1	-0.2	-0.1	1.4	-1.1	2.1
COc1ccccc1NS(=O)(=O)c1cccc(C(=O)NCC(c2ccco2)N2CCCCC2)c1 (centres undefined)
  0.3	-0.7	-0.1	0.9	-2.1	-2.4	7.6	-2.3	-2.0	-1.5	3.8
CCn1c(COC(=O)CNC(=O)c2ccccc2F)nc2cc(S(=O)(=O)N(C)C)ccc21
  -0.4	-0.3	0.4	0.5	-0.2	-1.6	-10.8	-0.9	-0.4	-0.4	-0.7
CCOc1ccccc1C(=O)Nc1cccc(-c2ccc(N3CCOCC3)nn2)c1
  2.4	-1.7	-0.4	0.5	-1.1	-0.4	-0.1	5.2	3.9	-0.8	3.2
Cc1cccc(OCc2nnc(SCC(=O)N3c4ccccc4CCc4ccccc43)o2)c1
  -4.0	-1.3	-0.9	4.6	-2.1	-2.2	9.1	-4.3	-3.5	-2.4	-2.8
CC(C(N)=O)N1c2cccc3cccc(c23)S1(=O)=O (centres undefined)
  0.5	-0.3	0.1	-58.0	0.0	0.1	-161.7	-0.9	1.3	-1.2	3.6
O=C(NCc1ccco1)c1cccc2c1C(=O)c1ccc(N3CCCC3)cc1S2(=O)=O
  1.3	-1.0	-2.4	5.3	-0.3	-1.8	-2.5	2.2	-1.6	-2.0	2.8
CCCN1CCc2c(sc(NC(=S)NC(=O)c3ccccc3)c2C#N)C1
  1.9	3.0	1.5	-34.6	4.8*	3.0	-117.2	5.3	0.2	-1.6	9.9
CC(=O)Nc1cnc(-c2ccccc2O)cn1
  3.3	1.6	-1.2	-7.4	x	1.1	-34.2	8.9	-0.7	-0.7	-1.8
CC(C)N(Cc1ccccc1)C(=O)COC(=O)c1cnccn1
  -0.4	-0.2	-2.5	-8.0	-0.8	-0.2	-8.3	1.5	2.7	-1.0	3.4
COc1ccc(S(=O)(=O)NCCSCc2ccco2)cc1Cl
  -0.8	0.0	-1.7	3.4	0.8	0.0	12.4	1.3	2.6	-1.0	3.8
O=C(CN1C(=O)COc2ccccc21)NCCCN1CCN(c2ccccc2F)CC1
  -1.2	-0.2	-0.4	-3.6	0.1	-0.1	-4.2	-2.4	4.1	-1.0	-7.3
CCCc1ccc(C(=O)CCC(=O)NNC(=O)c2ccncc2)cc1
  -0.9	1.4	-1.1	-0.3	-0.2	-0.9	3.1	1.3	0.1	-0.7	0.2
C(=N\c1ncnc2sccc12)/NOCc1ccccc1
  -1.4	-1.6	-1.0	-3.0	-1.4	-3.3	1.7	-3.1	-3.2	-1.1	1.6
CN(C)c1ccc(/C=N\NC(=O)CC#N)cc1
  -4.0	0.1	-9.6	-62.9	-0.5	1.1	-218.9	-0.7	1.2	-0.4	-10.3
CSc1nnc2c(n1)OC(c1ccccn1)N(C(C)=O)c1ccccc1-2 (centres undefined)
  -3.3	-0.6	-1.2	5.1	0.3	0.3	1.6	-1.2	-0.1	-1.0	1.3
Cc1n[nH]c(=S)c2nn(-c3ccccc3F)c(C)c12
  0.9	0.8	5.3	1.3	1.4	-1.2	-9.8	-0.4	2.1	-1.3	1.4
C=CCN(CC=C)S(=O)(=O)c1ccc(NC(=S)NC(=O)C2CC2)cc1
  6.5	-3.2	-3.2	7.3	-0.4	-1.8	16.3	-1.5	5.0	-1.7	-4.0
Cc1ccc(SCC(=O)Nc2nnc(-c3ccco3)o2)cc1
  -2.3	-0.3	0.1	-1.5	0.2	-0.6	-1.1	-1.0	-0.5	-1.0	3.6
COc1ccccc1N1CCN(CC(=O)Nc2ccc(-n3cnnn3)cc2)CC1
  5.2	-0.3	3.2	-3.0	0.8	-2.1	-2.8	-1.2	-1.0	-1.8	-2.4
CCCNC(=O)c1onc(CSc2ccc(Cl)cc2)c1C(=O)NCC1CC1
  -0.4	-0.1	-2.5	1.3	0.2	-1.2	10.7	-2.4	1.9	-0.8	-0.8
CC(=O)Nc1ccc(N2C(=O)c3cccc4c(O)ccc(c34)C2=O)cc1
  0.2	0.0	-6.7	-6.1	-1.0	1.0	-6.0	-0.2	0.1	-0.9	0.8
CCN1CCN(Cc2ccc(NC(=O)c3ccc(C)c(NC(=O)c4ccc5n[nH]nc5c4)c3)cc2C(F)(F)F)CC1
  1.1	-0.1	-0.6	-0.3	0.3	0.5	-2.0	3.8	-1.1	-1.4	1.9
COc1ccccc1CNC(=O)CN1C(=O)c2ccc([N+](=O)[O-])cc2C1=O
  -0.3	0.6	-2.3	-2.1	0.7	-0.3	-2.4	-0.7	0.3	0.2	-2.2
CCOc1ccc(S(=O)(=O)n2cc(F)c(=O)[nH]c2=O)cc1
  -0.1	-0.6	-1.1	1.7	x	-1.5	-0.1	-2.2	0.3	-1.1	-3.1
CCOc1cc(C(=O)NC(C)c2ccncc2)cc(OCC)c1OCC (centres undefined)
  -2.0	0.2	0.6	1.7	0.0	-0.8	-0.1	0.8	0.3	-1.5	2.5
CCOc1c2ccc(C(=O)NC3CCCc4ccccc43)cc2nn1CC (centres undefined)
  0.8	-0.4	3.0	-169.0	0.1	-2.2	i	-2.5	-1.2	-1.8	-1.4
O=[N+]([O-])c1ccc(N2CCc3ccccc3C2)cc1
  3.6	-0.7	-3.1	-0.5	-1.4	-0.6	8.4	5.4	3.1	-1.4	5.1

(more compounds)
compound,SMARCA2 act,DAX1 inh-1,PG9 binder,ADAM17 inh,DAX1 inh-2,hcDAF-12 act,ADAM10 inh,hgDAF-12 ag,FXN GAA850 act,ssDAF-12 act,NPR1 activator
CCOc1cc(C(=O)OCc2cccc(OC)c2OC)ccc1OCC(=O)N1CCOCC1,2.0,-0.9,2.0,-3.5,2.1,-1.8,-12.7,3.1,2.1,-1.0,-3.4
COC(=O)c1sccc1NC(=O)c1ccc(OC)cc1,16.6*,-0.3,-0.3,0.4,1.7,5.3,4.9,3.0,1.6,0.6,2.6
CCOCCCNC(=O)Cn1cc2c(n1)CCCCC2,-0.9,0.1,-0.2,-2.4,0.4,1.1,-11.5,-1.8,-0.1,-1.2,0.8
COc1cc(/C=N\NC(=O)c2ccccc2F)ccc1Oc1ccc([N+](=O)[O-])cn1,-2.1,-0.5,-4.6,10.0*,3.0,-1.6,15.3,3.9,-4.1,-2.0,2.9
CCn1c(CCNS(=O)(=O)c2ccccc2Br)nnc1SC,-3.9,-0.1,0.1,1.9,-1.4,-1.3,6.3,-0.8,0.9,-0.4,1.3
Cc1ccc(S(=O)(=O)N(C)C)cc1NC(=O)COc1cccc(-n2cnnn2)c1,-2.1,-0.2,0.2,0.3,-0.7,-0.7,-4.6,0.6,2.1,-0.9,-1.8
Cc1cc(NC(=O)C(C)SCC(=O)OCc2ccc([N+](=O)[O-])cc2)no1 (centres undefined),3.2,-0.1,-1.6,-2.5,2.4,-0.5,0.8,0.6,0.7,-1.0,-0.8
CCn1c(SCC(N)=O)nc2ccccc2c1=O,8.0*,-0.7,-0.6,-1.6,0.6,-1.3,5.3,0.6,3.6,-0.9,1.8
O=C(NNC(=S)Nc1cccc(C(F)(F)F)c1)c1ccc(Cl)cc1Cl,-6.0,-0.8,-1.0,6.5,-1.7,0.0,15.7,0.3,1.7,-0.1,-3.7
Cn1nc(C(C)(C)C)cc1C(=O)N1CCCCC1c1cc(C(=O)Nc2cccc3c2CCCC3)no1 (centres undefined),-4.6,-0.6,0.1,12.2*,x,-1.0,21.4*,-3.3,0.9,-1.7,-4.8
CCNS(=O)(=O)c1ccc(NC(=O)c2c(-c3ccccc3)noc2C)cc1,-4.3,0.9,-0.1,2.5,-1.1,-0.2,-0.8,2.0,0.3,-1.0,1.7
Nc1nc(NCC2CCCO2)nc(Nc2cccc(Cl)c2)c1[N+](=O)[O-] (centres undefined),2.2,0.0,-1.4,-1.7,-0.3,-1.9,1.9,0.7,3.0,-1.0,4.0
COc1cccc(CN(C)C(=O)c2ccc(COc3ccc(Cl)cc3)cc2)c1OC,-0.1,0.0,1.7,8.2,1.6,-0.1,4.5,2.2,2.8,-1.0,8.0
COC(=O)c1ccc(NC(=O)c2ccc[n+]([O-])c2)cc1,1.8,-0.2,-1.2,0.1,0.4,0.8,13.2,-1.2,1.0,-0.6,-0.3
CCC(Cc1ccccc1)NC(=O)/C=C/c1ccco1 (centres undefined),-0.3,0.1,1.7,-5.1,1.0,-1.3,0.1,-1.7,4.7,-1.2,-1.4
CCOCCCNC(=O)CNC(=S)N(Cc1ccccc1F)C1CCCCC1,-1.5,-0.7,0.3,-3.8,-0.9,-2.4,-5.4,-0.3,0.5,-1.5,-2.2
COC(=O)c1ccc(/C=N/OCC(=O)Nc2cc(F)ccc2F)cc1,-3.7,0.2,0.9,-5.6,-0.1,-1.1,-1.4,-1.2,2.6,-1.2,0.2
Oc1ccc(-c2[nH]ncc2-c2cccc3cccnc23)c(O)c1,-4.9,-1.5,-0.9,-1.8,-1.9,-1.4,5.1,-4.2,1.7,-1.1,-0.6

Retrieved one by one from the list above:
compound,SMARCA2 act,DAX1 inh-1,PG9 binder,ADAM17 inh,DAX1 inh-2,hcDAF-12 act,ADAM10 inh,hgDAF-12 ag,FXN GAA850 act,ssDAF-12 act,NPR1 activator
CCN1CCN(Cc2ccc(NC(=O)c3ccc(C)c(NC(=O)c4ccc5n[nH]nc5c4)c3)cc2C(F)(F)F)CC1,1.1,-0.1,-0.6,-0.3,0.3,0.5,-2.0,3.8,-1.1,-1.4,1.9
CCOCCCNC(=O)CNC(=S)N(Cc1ccccc1F)C1CCCCC1,-1.5,-0.7,0.3,-3.8,-0.9,-2.4,-5.4,-0.3,0.5,-1.5,-2.2

From PubChem BioAssay
